# Source: PubChem
# NR2E3 ag-1 = NR2E3 (human) agonism; GST-NR2E3/biotin-RetCOR TR-FRET, 1536-well; inhibition of corepressor binding, % at 4.78 µM; AID 2300; hit rate 0.12% among 320,000; Q9Y5X4;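 active = percent inhibition above the cutoff of mean plus 3 SD of all tested compounds, set per screening campaign, cut at about 20% in these data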;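 also: 0% = DMSO wells and 100% = biotin wells as full block of FRET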
# Target sequence (Q9Y5X4 whole entry, looked up): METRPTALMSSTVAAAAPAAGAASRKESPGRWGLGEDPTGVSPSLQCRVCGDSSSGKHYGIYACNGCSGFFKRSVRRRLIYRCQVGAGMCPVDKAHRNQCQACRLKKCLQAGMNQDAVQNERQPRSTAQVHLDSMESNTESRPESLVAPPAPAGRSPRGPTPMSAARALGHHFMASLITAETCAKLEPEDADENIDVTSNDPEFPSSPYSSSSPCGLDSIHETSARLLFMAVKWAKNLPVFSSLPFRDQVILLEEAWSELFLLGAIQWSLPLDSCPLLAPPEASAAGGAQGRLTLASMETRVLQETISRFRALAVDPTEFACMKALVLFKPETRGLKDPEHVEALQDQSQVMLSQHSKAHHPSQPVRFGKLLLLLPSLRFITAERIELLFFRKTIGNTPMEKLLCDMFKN
#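 System: GST-tagged NR2E3 plus biotinylated RetCOR corepressor; Amount: 1.35 nM GST-tagged NR2E3 final; Dosing: single nominal compound dose of 4.8 µM; Schedule: 5 h incubation at 4 °C; Technique: TR-FRET with europium anti-GST and streptavidin-D2, 340 nm excitation; Controls: biotin wells as high control, 0.6% DMSO wells as low control.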
# TWEAK Fn14 block = inhibitors of TWEAK-Fn14 interaction signaling | TWEAK-stimulated Fn14 reporter cells, luciferase luminescence, 8 h | inhibition, % at 10 µM | hit rate 2% among 360,000 | AID 1159606; in the data active = inhibition above about 50%
# KKLEB cytotox = reduces viability of KKLEB cystic fibrosis airway cells; AID 602141; hit rate 0.36% among 360,000; activity change (cytotoxicity), % at 5 µM; KKLEB CF airway cells viability, ATPlite luminescence, overnight; active compounds read low; cells stimulated with P. aeruginosa culture filtrate;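 active = corrected activity change at or below -50% at 5 µM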
# HIF-2a inh = HIF-2a inhibition; hit rate 0.72% among 360,000; inhibition, % at 18.8 µM; 786-0 RCC cells HIF-2a reporter, luciferase luminescence, overnight;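 active = inhibition of the luminescence signal of 40% or more relative to plate controls, in a single-dose primary screen at 18.75 µM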
# Shn3 3UTR inh = Schnurri-3 reporter inhibition in Clone20 osteoblasts | Clone20 osteoblast Shn3 3'UTR firefly luciferase, 24 h | inhibition, % at 12.5 µM | hit rate 0.52% among 360,000 | AID 588674;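 active = mean inhibition of at least 75% with every replicate also reaching 75%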;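 also: 0% = median of neutral control wells and 100% = pilot-screen positive control compound; some compounds past the cut are filed as inactive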
# MITF TRPM1 inh = reduces MITF-dependent TRPM1 promoter luciferase signal; SK-MEL-5 TRPM1 promoter luciferase, 24 h; inhibition, % at 12.5 µM; hit rate 0.83% among 330,000;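 active = mean inhibition across replicates of 60% or more, whatever share of single replicates reaches that level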; also: values of inactives mirror those of a sister screen read the other way
# NR2E3 ag-2 = agonists of human NR2E3 nuclear receptor | CHO-S Gal4-NCOR/VP16-NR2E3 two-hybrid, luciferase | hit rate 0.35% among 360,000 | inhibition of corepressor binding, % at 3.98 µM | AID 602229;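 active = inhibition above the mean of all tested compounds plus 3 SD, cut at about 70% in these data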;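 also: 0% = DMSO with NR2E3 transfected cells and 100% = cells lacking NR2E3 construct; higher means lower luciferase signal from less NR2E3 corepressor binding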
# Peg3 promoter = Peg3 promoter activity inhibition | HeLa PEG-Prom luciferase reporter, luminescence, overnight | inhibition, % at 20 µM | hit rate 1.7% among 360,000 | AID 588405;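 active = inhibition of at least 50% at 20 µM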
# C8 TRAIL sens = sensitizes caspase-8 expressing cells to TRAIL | NB7+C8 cells + TRAIL, ATPlite viability luminescence | inhibition (viability loss, TRAIL sensitization), % at 10 µM | hit rate 1% among 360,000 | AID 624354;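 active = compounds causing at least 50% loss of cell viability in the single-dose screen, relative to plate controls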
# TROY NFkB inh = TROY signaling inhibition; Q293 LMP1-TROYcd NF-kB luciferase reporter, 4 h; inhibition, % at 10 µM; hit rate 0.98% among 360,000; AID 1347056;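 active = compounds whose plate-normalised and pattern-corrected inhibition of the luciferase reporter signal at the single screening dose is 50% or more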
# CF NFkB inh = inhibitors of cystic fibrosis induced NF-kB; hit rate 0.86% among 360,000; KKLEB NF-kB-GFP reporter, PAF-induced, GFP fluorescence overnight; inhibition, % at 5 µM;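 active = at least 50% inhibition at 5 µM, scaled per plate between neutral and stimulator controls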;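 also: PAF is a Pseudomonas aeruginosa culture filtrate used as stimulus; plate controls were PAF-stimulated DMSO wells for no effect and unstimulated DMSO wells for full effect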
# Numbers without * were called inactive; x = no result given.
SMILES,NR2E3 ag-1,TWEAK Fn14 block,KKLEB cytotox,HIF-2a inh,Shn3 3UTR inh,MITF TRPM1 inh,NR2E3 ag-2,Peg3 promoter,C8 TRAIL sens,TROY NFkB inh,CF NFkB inh
COC(=O)c1cc(OC)c(OC)cc1NCC(=O)Nc1cccc(C(F)(F)F)c1,2,-22,-2,18,7,0,4,3,10,2,2
COc1ccc(C(=O)NCCNc2ncc(C(F)(F)F)cc2Cl)cc1[N+](=O)[O-],0,-25,-11,-18,-35,4,-13,27,-9,-6,23
Cc1nn(-c2ccccc2)c(Cl)c1/C=C/C(=O)c1ccccc1,-2,8,4,-103,-18,-35,-34,-96,16,-53,-19
CC(Oc1ccc(Br)cc1)C(=O)N1CCc2ccccc21 (stereo unspecified),0,-27,0,-46,-18,3,-1,-64,-8,-26,7
O=C(CNCC1CCCO1)Nc1ccccc1N1CCOCC1 (stereo unspecified),3,-6,2,16,11,5,-19,1,-2,10,8
O=C(CC(NCc1ccccn1)C(=O)O)Nc1ccccc1Cl (stereo unspecified),2,1,13,5,-11,7,0,4,-5,-16,-10
CCCc1nnc(NC(=O)CCC(=O)Nc2ccc(Br)cc2)s1,1,-13,-1,6,-8,0,3,-7,12,4,-12
O=C(COC(=O)c1cc(Cl)ccc1O)NCCNC(=O)COC(=O)c1cc(Cl)ccc1O,-1,-12,-5,1,3,x,-23,11,7,-13,-2
Cn1c(CNC(=O)c2ccccc2)nnc1SCC(=O)N1CCN(c2ccccc2)CC1,1,2,2,14,9,-3,-18,5,1,-7,-13
Cc1ccc(C)c(NC(=O)C2(C)CCN2C(=O)C(C)C)c1 (stereo unspecified),x,8,-2,2,-9,x,-44,5,7,-11,12
O=C(CCSc1ccccc1)Nc1nc2c(s1)COc1ccccc1-2,3,-22,-8,-10,0,32,19,54*,-8,26,-24
CC(C)(C)OC(=O)N1CCNc2ccccc2C1,1,5,6,-13,5,-109,-28,-5,2,10,-4

# 11 compounds out of the list, sorted by SMILES length, largest number first:
SMILES,NR2E3 ag-1,TWEAK Fn14 block,KKLEB cytotox,HIF-2a inh,Shn3 3UTR inh,MITF TRPM1 inh,NR2E3 ag-2,Peg3 promoter,C8 TRAIL sens,TROY NFkB inh,CF NFkB inh
O=C(COC(=O)c1cc(Cl)ccc1O)NCCNC(=O)COC(=O)c1cc(Cl)ccc1O,-1,-12,-5,1,3,x,-23,11,7,-13,-2
COc1ccc(C(=O)NCCNc2ncc(C(F)(F)F)cc2Cl)cc1[N+](=O)[O-],0,-25,-11,-18,-35,4,-13,27,-9,-6,23
Cn1c(CNC(=O)c2ccccc2)nnc1SCC(=O)N1CCN(c2ccccc2)CC1,1,2,2,14,9,-3,-18,5,1,-7,-13
COC(=O)c1cc(OC)c(OC)cc1NCC(=O)Nc1cccc(C(F)(F)F)c1,2,-22,-2,18,7,0,4,3,10,2,2
Cc1nn(-c2ccccc2)c(Cl)c1/C=C/C(=O)c1ccccc1,-2,8,4,-103,-18,-35,-34,-96,16,-53,-19
O=C(CCSc1ccccc1)Nc1nc2c(s1)COc1ccccc1-2,3,-22,-8,-10,0,32,19,54*,-8,26,-24
CCCc1nnc(NC(=O)CCC(=O)Nc2ccc(Br)cc2)s1,1,-13,-1,6,-8,0,3,-7,12,4,-12
O=C(CC(NCc1ccccn1)C(=O)O)Nc1ccccc1Cl (stereo unspecified),2,1,13,5,-11,7,0,4,-5,-16,-10
CC(Oc1ccc(Br)cc1)C(=O)N1CCc2ccccc21 (stereo unspecified),0,-27,0,-46,-18,3,-1,-64,-8,-26,7
O=C(CNCC1CCCO1)Nc1ccccc1N1CCOCC1 (stereo unspecified),3,-6,2,16,11,5,-19,1,-2,10,8
CC(C)(C)OC(=O)N1CCNc2ccccc2C1,1,5,6,-13,5,-109,-28,-5,2,10,-4

# Going on with the list.
SMILES,NR2E3 ag-1,TWEAK Fn14 block,KKLEB cytotox,HIF-2a inh,Shn3 3UTR inh,MITF TRPM1 inh,NR2E3 ag-2,Peg3 promoter,C8 TRAIL sens,TROY NFkB inh,CF NFkB inh
Cc1ccc(-c2nnn(C(C)C(=O)N3c4ccccc4CCc4ccccc43)n2)cc1 (stereo unspecified),0,35,8,22,77,-1,-16,17,-10,3,1
Cc1ccc(OCCC(=O)OCC(=O)NCCc2ccccc2)cc1,-1,20,-3,15,-21,-5,-19,-9,-5,8,16
COc1cc(C=O)ccc1OCCSc1ccc(C)cc1,-2,-58,11,-118,-23,-30,-86,-160,8,-44,10
Cc1ccc(Oc2ccc(NC(=O)CCC(=O)OCC(=O)c3cccs3)cc2)cc1C,2,11,7,-85,-11,-20,-38,-61,0,5,-16
CC1(C)NC(=O)N(c2ccccc2Cl)C1(C)NO (stereo unspecified),-2,-11,1,2,9,7,-24,-9,-9,-39,-14
COc1ccccc1NC(=O)C1C2CCCCC21 (stereo unspecified),3,-4,-9,-23,-15,10,-2,4,-3,-4,-2
CN(CC(=O)N1CCN(c2cccc(Cl)c2)CC1)S(=O)(=O)c1cnc[nH]1,-5,5,-3,18,9,7,-5,0,1,-4,5
COc1cc(/C=C2\C(=N)N3N=CSC3=NC2=O)ccc1OS(=O)(=O)c1ccccc1,x,-16,-2,-5,-14,14,-18,-46,-16,-10,-63
CC(NC(=O)c1ccccc1)C(=O)NC1CCCc2ccccc21 (stereo unspecified),x,-12,-29,15,-5,6,-41,11,9,-19,-11
CNC(=O)C1CC(=O)N(c2ccc(C)cc2)C1 (stereo unspecified),4,7,-14,11,-12,5,1,-2,2,12,22
Cc1ccc2c(c1)NC(=O)C(CC(=O)NCCCN1CCN(c3cc(Cl)ccc3C)CC1)O2 (stereo unspecified),1,-4,-15,8,32,-6,1,36,10,8,33
Cc1ccc(C(=O)Nc2c(C(=O)NCc3ccco3)cnn2-c2ccccc2)cc1,3,3,1,6,-5,9,-15,14,0,4,-1
O=c1c(S(=O)(=O)c2ccc(Cl)cc2)cn(Cc2cccc(F)c2)c2ccc(F)cc12,-3,-2,0,29,16,-6,30,34,9,-17,6
Cc1ccccc1S(=O)(=O)Cc1ccc(C(=O)N2CCN(c3ccccc3F)CC2)o1,2,3,-3,8,24,-6,-22,24,17,9,16
CCCCC(=O)OCC(=O)c1[nH]c(C)c(C(=O)OCC)c1C,-3,-8,-6,-9,-25,5,4,-21,-11,-7,-18
O=C(NCCO)/C(=C/c1ccc2c(c1)OCO2)NC(=O)c1ccc(Br)cc1,3,0,-2,15,10,8,-36,12,8,-5,-12
COC(=O)c1ccccc1NC(=O)CSc1nc(C)cc(C)n1,4,5,-8,20,4,-1,16,11,-1,-23,9
O=C(CSc1nnc(NC2CCCCC2)s1)N1CCOCC1,2,11,-5,-92,-74,-27,6,-81,-1,-17,4
CCc1cc(OCCCCNCc2ccccc2)ccc1Cl,0,-17,-3,12,19,-5,6,23,33,-11,15
CCOc1ccc(NC(=O)COC(=O)CCN2C(=O)C3CC=CCC3C2=O)cc1OCC (stereo unspecified),4,0,-15,3,-19,-4,-25,7,-1,-2,17
COc1ccc(CSc2nc(O)cc(=O)n2CC(C)C)cc1F,-2,8,15,16,-7,-5,0,9,1,-19,-13
COc1cccc(N(C(=O)c2ccco2)C(C(=O)NC2CCCC2)c2ccc(N3CCOCC3)cc2)c1 (stereo unspecified),2,0,20,6,12,1,-34,9,1,-9,-24
CC1=CC(C)(C)NC(=S)N1c1ccc(C)cc1,0,5,-8,-16,1,4,-9,-1,-34,-12,-7
CC1(C(=O)NCCC#N)CCN1C(=O)CC(c1ccccc1)c1ccccc1 (stereo unspecified),x,17,6,-1,-3,x,10,-2,-3,-13,0
Cc1onc(-c2ccccc2Cl)c1C(=O)NCc1nc(-c2ccccc2)no1,-4,-6,-7,3,6,14,-7,15,0,12,14
O=C(NNC(=O)c1ccccc1F)C1=NN(c2ccccc2)C(=O)CC1,-1,-10,-1,11,3,-3,6,-5,15,-20,-16
CCC(C)c1ccccc1NC(=O)c1cccnc1 (stereo unspecified),-2,-39,-5,-20,-7,-1,14,13,-13,6,13
COC(=O)c1c(NC(=O)/C=C/c2ccc3c(c2)OCO3)sc(C)c1C,2,-44,1,-19,1,-15,-7,-8,17,-12,7
Cc1ccc(NC(=S)N2CCC(O)CC2)c(C)c1,-2,-18,1,9,-1,10,6,9,-6,-5,-6
COc1ccccc1NCCC#N,-5,-10,-1,17,-8,-3,7,16,-6,-3,13
CN(C)C(=O)N1CCC(C(=O)N2CCCC(C(=O)c3ccc(C(C)(C)C)cc3)C2)CC1 (stereo unspecified),1,-11,-11,9,9,3,0,13,-4,15,6
Cc1ccc(N(C(=O)CNC(=O)c2ccco2)C(C(=O)NCC2CCCO2)c2ccccc2)cc1C (stereo unspecified),-1,13,5,1,0,x,12,11,13,3,-10

# These rows are one share of the data. The share of hits here may be higher or lower than overall.
